Assay outcomes (PubChem)
NOD1 NF-kB reporter: NOD1 signaling inhibitors, primary screen, cell-based, luminescence, uHTS (AID 1578) | NOD1-driven NF-kB luciferase reporter cells, luminescence; higher % means a stronger effect | inhibition, % at 4 µM, or EC50 in µM where a hit was titrated | actives 1% (n = 290,000); in the data active = inhibition mostly above about 36%, no sharp cut-off; inactive = mostly below about 34%;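 also: HEK-293T reporter cells stimulated with the NOD1 agonist gamma-tri-DAP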
HEK293 NOD2/NF-kB: inhibition of NOD2-driven NF-kB reporter – cell-based, luminescence, uHTS, HEK293 (AID 1566). HEK293 NOD2/NF-kB luciferase reporter, luminescence; higher % means a stronger effect. inhibition, % at 4 µM, or EC50 in µM where a hit was titrated. actives 0.63% (n = 290,000); also: many of its hits are not listed in these tables
Rac1 GTP hydrolysis: MgcRacGAP GTPase-activating activity inhibitors, confirmation, biochemical, ADP Hunter fluorescence; MgcRacGAP-stimulated Rac1 GTP hydrolysis, ADP Hunter fluorescence; higher % means a stronger effect; GST-tagged Rac1 F28L mutant substrate; inhibition, % at 30 µM; hits with a dose series show IC50 in µM; actives 0.6% (n = 340,000); AID 624330;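 active = first-screen hits whose inhibition reached a set limit at any dose in the follow-up dose series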;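 also: fluorescence reports GDP produced by GAP-driven GTP hydrolysis; strong numbers were not always called active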
GPR55 LPI antagonism: inhibition of LPI-stimulated GPR55 beta-arrestin translocation – imaging, U2OS, beta-arrestin-GFP, LPI agonist, primary screen (AID 2013). U2OS GPR55 beta-arrestin-GFP translocation imaging, LPI antagonism; higher % means a stronger effect. one-dose inhibition, % at 10 µM; IC50 in µM for titrated hits. actives 0.13% (n = 290,000);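 active = spots per cell inhibited over 60%, with over 100 cells counted and total cytoplasm intensity under 500,000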;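 also: U2OS cells stably carrying GPR55 and arrestin-GFP stimulated by 5 µM LPI near EC80; imaged beta-arrestin-GFP aggregate spots per cell after agonist stimulation; plate controls were LPI-stimulated DMSO wells for no effect and DMSO wells without LPI for full effect; some results filed as inactive read as strong as hits; confirmed hits need IC50 under 10 µM and bright autofluorescent wells are also inconclusive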
KOR beta-arrestin-1: KOR antagonists, beta-arrestin recruitment, cell-based, luminescence, uHTS (AID 1778); inhibition, % at 10 µM, or IC50 in µM where a hit was titrated; actives 0.091% (n = 290,000); KOR beta-arrestin recruitment, luminescence, antagonist mode; higher % means a stronger effect; also: strong numbers were not always called active
GPR55 beta-arrestin: selective activators of receptor GPR55 – imaging, U2OS cells, beta-arrestin-GFP redistribution, primary screen (AID 1961). U2OS GPR55 beta-arrestin-GFP redistribution imaging; higher % means a stronger effect. one-dose activation, % at 10 µM; EC50 in µM for titrated hits. actives 0.048% (n = 290,000);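 active = activation above 40% with more than 50 cells counted in the well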;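 also: U2OS osteosarcoma cells stably expressing GPR55 and beta-arrestin-GFP; plate controls were DMSO negative control for no effect and LPI positive control for full effect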
SV40 large T antigen: TAg ATPase/helicase activity blockers – biochemical (AID 1903). SV40 large T antigen ATPase/helicase inhibition assay; higher % means a stronger effect. inhibition, % at 20 µM; hits with a dose series show IC50 in µM. actives 0.39% (n = 310,000); in the data active = a potency from the dose series; also: strong numbers were not always called active
KOR beta-arrestin-2: kappa opioid receptor activators – cell-based, luminescence, uHTS, primary screen (AID 1777). KOR beta-arrestin recruitment, luminescence; higher % means a stronger effect. one-dose activation, % at 10 µM; EC50 in µM for titrated hits. actives 0.02% (n = 280,000); in the data active = activation above about 50%, passing the limit was not always enough; also: a part of the inactive calls stands beside numbers as strong as those of hits
HIV fusion peptide: inhibitors of HIV fusion peptide binding, primary screen, biochemical, uHTS, fluorescence dequenching (AID 1986); cell-free peptide binding, fluorescence dequenching, 30 min; higher % means a stronger effect; inhibition, % at 20 µM, or IC50 in µM where a hit was titrated; actives 0.3% (n = 290,000); in the data active = inhibition mostly above about 52%, no sharp cut-off; inactive = mostly below about 76%; also: some results filed as inactive read as strong as hits
Starred values were filed as active, the others as inactive; . = no result given; [ ] = dose if it differs, or a comment. Rule as the data show it, unless noted: active = inhibition above about 50%; inactive = the rest.

NOD1 NF-kB reporter,HEK293 NOD2/NF-kB,Rac1 GTP hydrolysis,GPR55 LPI antagonism,KOR beta-arrestin-1,GPR55 beta-arrestin,SV40 large T antigen,KOR beta-arrestin-2,SMILES,HIV fusion peptide
-25%,3%,10%,6%,11%,-0.3%,14%,-1.1%,CCC(CC)C(=O)c1c[nH]c(C(=O)N2CCN(c3ccc(OC)cc3)CC2)c1,-1.4%
-14%,11%,4%,14%,-22%,-0.1%,1%,-4.4%,CCOc1ccc(C(C)=O)cc1COC(=O)C(C)N=C1NS(=O)(=O)c2ccccc21 (stereo not drawn),16%
2%,6%,9%,4%,5%,-0.1%,-1%,3.8%,CCC(c1nnc(SCC(=O)Nc2nnc(-c3ccccc3)o2)o1)N(C)C (stereo not drawn),-2.6%
-34%,8%,4%,7%,8%,0.2%,4%,-5.8%,CC(OC(=O)c1ccc2c(=O)n3c(nc2c1)CCC3)C(N)=O (stereo not drawn),-0.7%
3%,-20%,-1%,6%,9%,1.1%,4%,1.3%,Cc1c(C(=O)NCC2COc3ccccc3O2)oc2ccc(S(=O)(=O)N(C)C3CCCCC3)cc12 (stereo not drawn),-0.8%
44%,9%,-2%,27%,-46%,-0.1%,7%,3.0%,O=C(Nc1cccnc1)c1cc(-c2cccnc2)nc2ccc(Br)cc12,2.7%
-10%,-12%,-2%,6%,-4%,-0.2%,8%,-0.3%,COc1ccc(Cl)cc1N(C(C)C(=O)NC1CCCC1)S(C)(=O)=O (stereo not drawn),-1.4%
4%,2%,4%,8%,2%,-0.6%,8%,-0.5%,Cc1ccc(/C=N/NC(=O)c2ccncc2)o1,-3.0%
2%,-29%,0%,-1%,-63%,-0.1%,6%,2.9%,O=C(NC1CCCC1)C1CC(O)CN1C(=O)Nc1ccccc1 (stereo not drawn),1.9%
-22%,-13%,5%,6%,-20%,-0.2%,2%,8.8%,O=C(NCc1ccc2c(c1)OCO2)c1ccc(Cl)c(S(=O)(=O)NCc2ccccc2)c1,-1.5%
-37%,1%,24%,-2%,-21%,-0.1%,7%,2.8%,Cc1cc(C)cc(OCC(=O)Nc2ccc(N3CCCC3)cc2)c1,-0.7%
-18%,-4%,2%,5%,-20%[20 µM],-0.1%,2%,.,O=[N+]([O-])c1ccc(Cl)cc1N1CCOCC1,-0.5%
-35%,-8%,12%,10%,-1%,-0.2%,4%,4.4%,COc1ccc(C(=O)NCc2oc(-c3ccccc3)cc2C(=O)O)cc1,14%
4%,9%,3%,-16%,-5%,-0.1%,15%,-0.1%,CCOCCCNS(=O)(=O)c1cc(Br)cc2c1N(C(=O)C1CC1)CC2,-1.3%
-25%,-4%,.,-4%,-43%[20 µM],-0.1%,-1%,.,CCCN1C(=O)/C(=C\C=C2/Sc3ccccc3N2CC)SC1=S,34%
-8%,21%,3%,18%,35%,0.2%,6%,-0.6%,CSc1ccc(CN2CCC(n3nccc3NC(=O)C3CCOC3)CC2)cc1 (stereo not drawn),-0.7%
5%,19%,5%,-4%,1%,0.2%,16%,3.1%,COc1ccc(-n2c(C)cc(C(=O)COc3ccc(-n4cnnn4)cc3)c2C)cc1,0.7%
-21%,-2%,3%,-27%,-27%,-0.4%,5%,5.6%,CCc1ccc(C(=O)CN2C(=O)C(C)N(c3ccc(C)cc3)C2=O)cc1 (stereo not drawn),-2.4%
-165%,-29%,9%,15%,2%,-0.2%,8%,-0.2%,COc1cc2c(cc1NC(=O)CSc1nnnn1-c1ccccc1)oc1ccccc12,2.5%
-15%,7%,0%,13%,2%,0.3%,-3%,3.0%,Cc1cc(C)nc(SCC(=O)Nc2ccc(Br)cn2)n1,0.0%

Ordered by formula weight (lowest first): part of the list above
NOD1 NF-kB reporter,HEK293 NOD2/NF-kB,Rac1 GTP hydrolysis,GPR55 LPI antagonism,KOR beta-arrestin-1,GPR55 beta-arrestin,SV40 large T antigen,KOR beta-arrestin-2,SMILES,HIV fusion peptide
-37%,1%,24%,-2%,-21%,-0.1%,7%,2.8%,Cc1cc(C)cc(OCC(=O)Nc2ccc(N3CCCC3)cc2)c1,-0.7%
-15%,7%,0%,13%,2%,0.3%,-3%,3.0%,Cc1cc(C)nc(SCC(=O)Nc2ccc(Br)cn2)n1,0.0%
-165%,-29%,9%,15%,2%,-0.2%,8%,-0.2%,COc1cc2c(cc1NC(=O)CSc1nnnn1-c1ccccc1)oc1ccccc12,2.5%

Continuation.
NOD1 NF-kB reporter,HEK293 NOD2/NF-kB,Rac1 GTP hydrolysis,GPR55 LPI antagonism,KOR beta-arrestin-1,GPR55 beta-arrestin,SV40 large T antigen,KOR beta-arrestin-2,SMILES,HIV fusion peptide
9%,-3%,17%,3%,-8%,-0.2%,16%,2.2%,Cc1[nH]c2ccc(C(=O)NCCCN3CCN(C)CC3)cc2c1C,0.1%
-31%,-44%,-4%,2%,-20%,0.2%,7%,1.7%,COc1ccc(-c2ccc(CCC(=O)O)o2)cc1,2.7%
-18%,12%,2%,-13%,-34%,0.4%,2%,3.1%,CN1CCN(C(=O)/C(=C/c2cn(S(=O)(=O)N(C)C)c3ccccc23)NC(=O)c2ccccc2Cl)CC1,-0.4%
-23%,0%,11%,1%,1%,0.0%,0%,-3.0%,CCCCCc1nnc(NC(=O)c2ccc(=O)n(C)n2)s1,-1.3%
-10%,13%,5%,11%,-9%,-0.2%,2%,-1.4%,Cc1ccc(-c2nc(C)sc2CC(=O)Nc2cccc(C)c2C)cc1,3.2%
-19%,13%,6%,10%,7%,-0.1%,9%,-0.8%,Cc1nn(C)cc1/C=C(/C#N)C(N)=O,-1.7%
-9%,12%,9%,5%,20%,0.4%,5%,2.3%,CC(C)(C)c1oc(C(=O)O)cc1CN1CCOCC1,-0.3%
-38%,-41%,5%,-12%,-39%,-0.1%,12%,-2.3%,Cc1cc(NC(=O)CSc2nc3c(C)cccc3cc2C#N)no1,0.9%
14%,15%,-8%,-1%,12%,-0.2%,2%,-2.7%,Cc1ccc(N2C(=O)C3C4CC(=O)C(c5ccccc54)C3C2=O)cc1C (stereo not drawn),-0.8%
-19%,-37%,6%,19%,19%,0.1%,4%,1.3%,COc1nc(N/N=C/c2ccc(-c3ccccc3[N+](=O)[O-])o2)nc(N2CCOCC2)n1,3.1%
23%,5%,6%,16%,22%,-0.1%,6%,-1.4%,CC(C)N1C(=O)S/C(=C/c2cccnc2)C1=O,-1.8%
-26%,2%,11%,-12%,-47%,-0.2%,10%,-0.2%,COc1ccc(OC)c(CCNC(=O)Cn2ccc3cc(S(=O)(=O)N4CCCC4)ccc32)c1,-0.5%
6%,18%,-2%,5%,-8%,0.6%,8%,0.9%,CC(c1cccs1)N(Cc1ccco1)C(=S)Nc1ccccc1Cl (stereo not drawn),2.2%
-22%,-7%,8%,7%,6%,-0.1%,12%,0.0%,O=C(Cn1cnc2c(nnn2-c2cccc(F)c2)c1=O)Nc1ccc2c(c1)OCCO2,0.2%
-30%,-117%,4%,9%,-5%,0.2%,12%,-5.6%,CCOc1ccc(-c2ccc(SCC(=O)Nc3nnc(CC)s3)nn2)cc1,1.0%
34%,20%,2%,6%,16%,-0.2%,10%,-2.5%,COc1cc(C(=S)N2CCOCC2)cc(OC)c1OC(=O)c1ccc(C)cc1,0.7%
-22%,12%,1%,7%,16%,-0.4%,4%,6.2%,O=C(NCCc1c[nH]c2ccccc12)C(=O)NCC1OCCCN1S(=O)(=O)c1ccc(F)cc1 (stereo not drawn),-1.5%
5%,13%,6%,-3%,8%[20 µM],0.3%,25%,-1.2%,COc1cc2c(cc1OC)C1=CC(=O)C(=O)N1C(C)(C)C2,3.8%
-23%,13%,5%,-2%,0%,0.0%,17%,-2.8%,CC(=O)Nc1ccc(NC(=O)C2CCCN2C(=O)Nc2ccc(F)cc2)cc1 (stereo not drawn),0.5%
-7%,5%,.,-12%,14%,-0.2%,7%,4.2%,Cc1ccc(NC(=O)Cc2nnc(N)s2)cc1,-1.0%
-21%,14%,11%,10%,-17%,0.0%,13%,-0.6%,CCOC(=O)C1CCCN(C(=O)c2ccc3nc(-c4ccc(OC)c(OC)c4)c(-c4ccc(OC)c(OC)c4)nc3c2)C1 (stereo not drawn),-1.8%
5%,24%,21%,-5%,-36%[20 µM],0.5%,6%,-4.6%,O=C1Oc2ccccc2C(=O)/C1=C/c1ccccc1O,30%
-8%,-24%,-2%,1%,-14%,-0.5%,16%,11%,N#Cc1cc(O)c(-n2nnc3ccccc32)cc1C#N,0.9%
-15%,-20%,11%,4%,-53%,0.0%,13%,4.9%,COc1ccc2nc(NC(=O)CN3CCOCC3)sc2c1,-1.8%
-5%,17%,8%,-9%,-15%,-0.1%,5%,-2.8%,Cn1cnnc1SCC(=O)n1c2ccccc2c2ccccc21,0.8%
39%,-6%,6%,-7%,-114%,-0.1%,4%,8.3%,Cc1cc(Nc2ccc(Cl)cc2)n(-c2ccccc2)n1,-4.4%
-50%,-4%,5%,6%,-8%,-0.3%,8%,0.7%,Cc1cc(NC(=O)c2ccccc2F)nc2c1c(=O)oc1ccccc12,3.4%
1%,13%,6%,-3%,17%,-0.3%,14%,-3.0%,Cc1ccc(OCC(O)CNS(=O)(=O)c2ccccc2C(=O)N2CCCCC2)cc1 (stereo not drawn),-2.5%
2%,14%,.,1%,36%,0.4%,27%,-2.2%,CC(C)COP(=O)(c1ccc(N(C)C)cc1)C(O)c1ccc(N(C)C)cc1 (stereo not drawn),-2.6%
5%,-1%,10%,4%,2%,0.8%,9%,7.8%,CN(C)CCN(C)Cc1ccccc1Sc1cccc2ccccc12,-2.4%
-22%,5%,2%,-3%,6%,-0.2%,0%,-0.8%,Cc1cc(Cl)ccc1OCC(=O)N/N=C/c1ccncc1,-1.1%
-4%,-11%,10%,-8%,-19%,-0.1%,6%,-0.1%,COC(=O)c1cn(C(=O)c2cccc(Br)c2)c2ccccc12,1.2%
-3%,23%,7%,7%,-14%[20 µM],-0.2%,3%,0.6%,CC(C)C[C@@H](CO)N1CCN(Cc2ccc(Br)cc2)CCC1=O,0.2%
-24%,2%,6%,-8%,-5%,0.1%,-1%,-5.3%,NC(=O)c1ccccc1NC(=O)CSc1cn[nH]n1,0.2%
16%,-8%,-1%,8%,7%,0.2%,10%,0.8%,Cc1ccc(NS(=O)(=O)c2cccc(C(=O)N/N=C/c3c(C)nn(-c4ccccc4)c3N3CCCC3)c2)c(C)c1,0.8%
-14%,-9%,-7%,-1%,-20%,-0.3%,12%,-0.4%,CCN(CC)S(=O)(=O)c1cccc(C(=O)Nc2cc3oc4ccccc4c3cc2OC)c1,-2.3%
-1%,12%,2%,14%,9%,-0.1%,5%,0.0%,Cc1ccc(NC(=O)Cn2sc3nc(C)cc(C)c3c2=O)c(Cl)c1,-0.3%
18%,-9%,14%,22%,30%,-0.2%,5%,-8.0%,O=C(COc1ccccc1)N1CCN(c2nnc(-c3ccccc3)c3ccccc23)CC1,-0.6%
10%,6%,5%,0%,-40%,0.0%,3%,-0.4%,CCOC(=O)c1c(C)[nH]c(C(=O)COC(=O)COc2ccccc2C)c1C,-1.3%
13%,16%,-10%,2%,1%,-0.2%,6%,4.6%,O=c1cc(O)c2sc(Nc3cccc(C(F)(F)F)c3)nc2[nH]1,6.2%

Some of the compounds tested; rates above refer to the full screens.
